Assay outcomes: PubChem, several laboratories
eLon inh = inhibitors of E. coli Lon protease, primary screen, biochemical, fluorescence polarization | purified E. coli Lon protease | inhibition, % at 7.94 µM | 0.42% of 360,000 active; in the data active = inhibition above about 13%, passing the limit was not always enough;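 note: 0% = enzyme with probe and DMSO and 100% = no enzyme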
Target sequence (P0A9M0 whole entry, looked up): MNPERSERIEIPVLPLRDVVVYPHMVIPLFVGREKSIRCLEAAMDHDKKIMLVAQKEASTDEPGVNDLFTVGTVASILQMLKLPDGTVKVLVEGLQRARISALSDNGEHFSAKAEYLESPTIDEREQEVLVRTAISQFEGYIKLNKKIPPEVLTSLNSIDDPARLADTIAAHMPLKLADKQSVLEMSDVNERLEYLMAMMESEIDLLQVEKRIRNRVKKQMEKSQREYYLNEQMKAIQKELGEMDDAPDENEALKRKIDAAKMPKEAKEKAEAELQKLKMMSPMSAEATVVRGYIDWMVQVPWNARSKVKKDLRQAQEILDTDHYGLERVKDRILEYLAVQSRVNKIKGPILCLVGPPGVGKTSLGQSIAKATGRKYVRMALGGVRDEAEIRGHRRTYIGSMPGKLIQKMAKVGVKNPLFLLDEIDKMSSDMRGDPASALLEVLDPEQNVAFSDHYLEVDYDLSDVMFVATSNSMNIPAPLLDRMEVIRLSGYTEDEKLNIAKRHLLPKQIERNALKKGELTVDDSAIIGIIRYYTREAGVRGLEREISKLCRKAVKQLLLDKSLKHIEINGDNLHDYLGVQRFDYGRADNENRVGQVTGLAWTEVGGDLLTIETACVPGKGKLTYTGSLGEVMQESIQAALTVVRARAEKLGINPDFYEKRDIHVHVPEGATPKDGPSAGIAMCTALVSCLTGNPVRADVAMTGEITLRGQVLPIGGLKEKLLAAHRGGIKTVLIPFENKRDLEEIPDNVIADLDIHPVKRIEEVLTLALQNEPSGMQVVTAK
bovine MsrA act = bovine MsrA enzyme activators, primary screen, biochemical, absorbance, HTS. activation, % at 10.6 µM. 0.3% of 360,000 active. purified bovine MsrA, absorbance read-out. Methionine sulfoxide reductase A (Bos taurus); in the data active = activation above about 7.5%;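 note: 0% = vehicle and 100% = reference activator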
SKN-1 inh = suppressors of acrylamide-induced Pgst-4::GFP reporter in worms, primary screen, SKN-1 inhibitor project, whole organism, uHTS, GFP/RFP fluorescence ratio, strain VP596. 0.49% of 360,000 active. inhibition, % at 21.8 µM. C. elegans VP596 Pgst-4::GFP/RFP ratio, 24 h. AID 624304, 2012;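 active = interference check ratio from 0.5 to 1.5 plus GFP to RFP signal ratio inhibition reaching or exceeding a fixed threshold, cut at about 30% in these data, passing the limit was not always enough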; note: some compounds called inactive have numbers as strong as hits
Neddyl block = inhibitors of cullin neddylation, primary screen, biochemical, TR-FRET, uHTS, NAE and Ubc12; NEDD8-conjugating enzyme Ubc12 (Homo sapiens) + NEDD8-activating enzyme E1 regulatory …; calls only at 25 µM; 0.58% of 360,000 active; AID 651699, 2012; in the data active = inhibition above about 36%
NRP1-CendR mod = modulators of CendR peptide binding to NRP-1, primary screen, biochemical, fluorescence polarization, uHTS. 0.85% of 360,000 active. FAM-RPARPAR peptide binding to NRP-1. Neuropilin-1 (Homo sapiens), O14786. inhibition, % at 25 µM. AID 602438, 2012;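 active = inhibition or corrected inhibition above about 18%, plus a signal ratio from 0.5 to 1.5, limit read from the data, passing the limit was not always enough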; note: strong numbers were not always called active
Rin1 Abl inh = inhibitors of Rin1-Abl protein binding, primary screen, biochemical, TR-FRET; Tyrosine-protein kinase ABL1 (Homo sapiens) + Ras and Rab interactor 1 (Homo sapiens), …; 0.4% of 360,000 active; AID 588664, 2011; inhibition, % at 7.35 µM; in the data active = inhibition above about 5%, passing the limit was not always enough
FAS-TE inh = FAS thioesterase domain inhibitors, primary screen, biochemical, fluorescence intensity, uHTS; inhibition, % at 15 µM; recombinant FAS-TE, OMFH fluorogenic substrate, fluorescence endpoint; 0.67% of 360,000 active; Fatty acid synthase (Homo sapiens), P49327; AID 602261, 2012;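 active = compounds whose normalised, plate-corrected inhibition of enzyme fluorescence in the single-dose primary screen is 50% or more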;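 note: 0% = DMSO with enzyme and 100% = substrate without enzyme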
MT1-MMP act inh = blockers of MT1-MMP proenzyme processing, primary screen, HT1080 RFP-PRO-GFP cells, GFP/RFP fluorescence; GFP/RFP ratio change, % at 20 µM; Matrix metalloproteinase-14 (Homo sapiens), P50281; GFP/RFP ratio fluorescence, overnight; percent of plate control window, DMSO zero; 0.061% of 360,000 active;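 active = GFP/RFP ratio change of at least 30% with cell ATP level not reduced by more than half and red fluorescence within 50% of control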; note: strong numbers were not always called active
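Assay system: HT1080 RFP-PRO-GFP cells. Benchmarks: DMSO vehicle wells and RFP-L50D-GFP reporter cell wells. Times: overnight cell settling, then overnight compound exposure, 37 °C, 5% CO2. Compound: 20 µM single dose, 1% DMSO. Read-out basis: GFP/RFP fluorescence ratio.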
PABP1 MLLE inh = inhibitors of PABP1 MLLE–PAM2 peptide binding, primary screen, biochemical, fluorescence polarization, FITC-PAM2, GST-MLLE. 0.36% of 360,000 active. inhibition, % at 20 µM. AID 588489, 2011. Polyadenylate-binding protein 1 (Homo sapiens), P11940; in the data active = inhibition above about 35%, passing the limit was not always enough;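 note: plate controls were DMSO wells with GST-MLLE for no effect and wells lacking GST-MLLE protein for full effect; some results filed as inactive read as strong as hits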
An asterisk follows results filed as active; i = inactive; nt = not tested or not shown; + = active, no number. Only part of the results is shown (hit frequency here may not be typical).

Every second line gives: eLon inh	bovine MsrA act	SKN-1 inh	Neddyl block	NRP1-CendR mod	Rin1 Abl inh	FAS-TE inh	MT1-MMP act inh	PABP1 MLLE inh
CNC(=O)Oc1ccccc1C1CCCCC1
    -11	-6	12	i	3	5	-2	-1	3
Cc1cc(N2C(=O)C3CCCN3C2c2sccc2C)no1 (stereo not given)
    8	2	3	i	12	1	-4	0	6
C[C@]12CCC3C(CC[C@H]4C[C@@H](O)CC[C@]34C)C1C[C@@H](Br)[C@H]2O (stereo not given in full)
    0	-2	17	i	-4	2	0	7	-3
COc1ccc(C(CC(=O)c2ccc3c(c2)OCO3)c2c(O)c3ccccc3oc2=O)cc1OC (stereo not given)
    13	-3	-7	i	-13	4	-4	-3	2
O=c1[nH]c(=O)n(Cc2ccccc2)c(O)c1C=Nc1ccc(CN2CCOCC2)cc1
    -9	-6	6	i	0	0	-3	1	-10
Cc1ccc(S(=O)(=O)Oc2ccccc2C=C2C(=O)NC(=O)NC2=O)cc1
    -8	-3	31	i	-11	-2	-7	1	28
Cn1cc(C(=O)OCC(=O)N2CCCCC2)c2ccccc21
    -6	-3	-6	i	3	0	-9	-1	-6
CCCCCn1c(=O)c(C(=O)Nc2cccc(C)c2)c(O)c2ccccc21
    -11	-1	11	nt	-9	-5	18	-13	-5
CC1CCCC(NC(=O)COC(=O)Cc2ccccc2)C1C (stereo not given)
    -2	-1	-12	i	-10	-2	3	-1	-14
O=C(CN1CC(c2ccccc2)CC1=O)Nc1cccc(F)c1 (stereo not given)
    2	-12	0	i	-20	-2	-2	-1	-9
CCC(C#N)(CC)P(=S)(c1ccccc1)c1ccccc1
    -2	-4	21	i	6	0	38	-7	9
COc1ccc(CN2CCCC(C(=O)c3ccc(Cl)cc3)C2)c(OC)c1 (stereo not given)
    -9	-2	-5	i	-4	-2	1	-3	-4
COc1ccc(/C=C2\C(=N\O)C3CCN2CC3)cc1
    0	-7	-18	i	-4	4	-11	2	3
CC1(C)N=C(c2ccccc2)[C@@H]2C(c3ccc([N+](=O)[O-])cc3)N21 (stereo not given in full)
    2	-4	0	i	0	-2	-4	3	-9
COC1CC2C=C(C)C=CC=CC(=O)NC(c3ccccc3)CC=CCCC(O)CC(=O)C2=C1O (stereo not given)
    -8	3	6	i	-64	5	0	-3	-7
Cc1c(CCC(=O)N2C[C@H]3C[C@@H](C2)c2cccc(=O)n2C3)c(=O)oc2c(C)c(O)ccc12
    -7	-3	2	nt	0	1	-3	-2	9
Cc1ccc(C2N3CCCN23)cc1 (stereo not given)
    7	-2	4	i	11	0	-4	-1	9
O=C(CCCc1ccccc1)NCCc1cnc[nH]1
    -7	-4	5	i	6	2	-4	8	-3
CCCCCCCCn1sccc1=O
    2	7	7	i	-7	1	-8	-3	-10
CCn1nc(/C=C/c2ccccc2)nc2c(=O)n(C)c(=O)nc1-2
    -6	-6	-3	i	27*	26*	-2	-2	5
CCC(=O)c1cn(Cc2ccccc2)c2ccccc12
    1	-2	-1	i	7	3	12	-1	-4
CC(=NCC1CCCO1)c1c(O)n(Cc2ccccc2)c(=O)[nH]c1=O (stereo not given)
    -13	2	4	i	-5	-3	-11	3	-14
O=C1NC(=O)C(Cc2ccccc2)(Cc2ccccc2)C(=O)N1
    -5	0	-3	i	-2	-2	-1	3	-4
CCC(=O)O[C@H]1CC[C@H]2[C@@H]3CCC4=CC(=O)CC[C@]4(C)[C@H]3CC[C@]12C
    -9	0	16	i	-2	1	34	0	6
Cc1cccc(CN2CCCC(C(=O)c3cccc(OC(C)C)c3)C2)n1 (stereo not given)
    4	0	-12	i	-3	3	-1	3	3
O=c1[nH]c(=O)n(Cc2ccccc2)c(O)c1C=NCCN1CCNCC1
    -5	0	11	i	-2	3	-4	-6	-11
CC(C(=O)O)N(C(=O)c1ccccc1)c1ccc(F)c(Cl)c1 (stereo not given)
    2	-8	1	i	-1	6	-3	-4	5
Cc1cccnc1NC1=NCC(C)S1 (stereo not given)
    2	-6	-6	i	3	-1	-16	2	6
CC(C)(C)n1cc(C(=O)c2ccccc2)cc1-c1ccccc1
    -12	-2	9	i	21*	2	28	-2	0
CCOP(=O)(OCC)C(NC(C)=O)C(Cl)(Cl)Cl (stereo not given)
    -1	-8	-4	i	-7	-1	-7	0	3
CCOC(=O)C1(CCOc2ccccc2)CCN(C2Cc3ccccc3C2)CC1
    3	0	-5	i	8	-1	4	-9	13
COc1ccc(CC2(CCc3ccncc3)C(=O)NC(=O)NC2=O)cc1
    -7	-7	-6	i	-6	2	-5	0	-3
COc1cc(OC)c(OC)cc1CNCCc1cccc(F)c1
    1	0	4	i	-26	5	-5	-3	9
Clc1cccc(CN2CCCCC2c2cccnc2)c1 (stereo not given)
    -4	-10	16	i	-3	4	-3	0	-4
CCOC(=O)C(O)(c1ccc(N(CC)C(=O)COc2ccccc2)cc1)C(F)(F)F (stereo not given)
    -15	0	11	i	4	-1	-2	-13	0
COC(=O)C1=C(c2ccc(OC)c(OC)c2)C[C@@H]2CC[C@H]1N2C(=O)NCCc1ccccc1
    6	-1	0	i	-1	1	-12	1	-2
O=[N+]([O-])c1cc(Cl)c(Cl)cc1Cl
    -5	-4	11	i	-1	3	7	-1	-8
CCCCn1c(=O)c(C(=O)Nc2ncccc2C)c(O)c2ccccc21
    -2	-2	-15	i	4	0	8	-3	-3
Cc1ccc(NP(=O)(c2ccccc2)c2nc3ccccc3s2)cc1 (stereo not given)
    -6	-1	-7	i	8	1	0	0	-7
O=S1(=O)N(CCN2CC=C(c3c[nH]c4cc(F)ccc34)CC2)c2cccc3c2N1CCC3
    -11	7.8*	9	i	-16	-3	6	2	-15
CCOP(=O)(OCC)C(NC(=O)c1ccccc1C)C(Cl)(Cl)Cl (stereo not given)
    -7	-1	-18	i	-8	1	-14	-1	6
Nc1cccc(SC2CC(=O)N(c3ccc(Cl)cc3C(=O)c3ccccc3)C2=O)c1 (stereo not given)
    1	2	3	i	-9	0	13	-5	9
NC(=Nc1ccccc1)NN=Cc1c[nH]c2ccccc12
    -3	-3	6	i	16	-1	-9	17	-56
Cc1ccccc1N
    0	-8	-4	i	-18	1	-10	2	15
O=c1c2ccccc2nc(-c2ccccc2)n1-c1ccncc1
    -3	-13	-8	i	9	2	-13	1	8
COC1C(OC(=O)c2ccc(C)[nH]2)C(O)C(Oc2ccc3c(O)c(NC(=O)c4ccc(O)c(CC=C(C)C)c4)c(=O)oc3c2Cl)OC1(C)C (stereo not given)
    6	-9	7	i	-74	3	10	1	5
O=C(c1ccc(N2CC3CC(C2)c2cccc(=O)n2C3)c([N+](=O)[O-])c1)N1CCCCC1 (stereo not given)
    -9	0	5	i	-1	-3	-7	-2	-9
O=C1NC(=O)N(c2ccccc2)C(=O)/C1=C/C=C/c1ccco1
    -68	-3	12	i	-97	3	-2	-11	-77
O=C(Nc1ccc(Cl)cc1)N1CC1
    7	0	17	i	6	-1	-5	2	-1
Cc1ccc(S(=O)(=O)c2nc(-c3ccccc3Cl)oc2N(C)C2CCN(C)CC2)cc1
    -5	-3	-16	i	5	2	3	-1	5
c1ccc(CNC2=NCCS2)cc1
    2	-2	21	i	21*	0	-12	3	9
Fc1ccc(C2NCCc3[nH]cnc32)cc1 (stereo not given)
    -5	-4	-9	i	-3	2	-13	4	-6
CCCCn1c(O)c(C(C)=Nc2ccc3c(c2)CCC3)c(=O)[nH]c1=O
    6	2	0	i	-5	-1	0	-2	4
CCC12CN3CCN(CC(C3)/C1=N/NC(=O)c1ccncc1)C2
    2	-1	10	i	4	1	-6	-1	-3
O=c1c2ccccc2nc(-c2ccccc2)n1-c1ccccc1
    -9	-3	3	i	1	0	1	0	0
CCC1(Oc2ccccc2)C(=O)NC(=O)NC1=O
    5	0	7	i	13	3	-6	-4	-5
CCC(C)NC(=O)CN1C(=O)CN=C(c2ccccc2)c2ccccc21 (stereo not given)
    1	-3	13	i	1	-1	-5	-1	3
C=CCn1c(O)c(/C=N/N2CCOCC2)c(=O)[nH]c1=S
    3	-9	6	i	-6	0	-14	-3	4
CN(C)c1ccc(/C=C2\C(=O)NC(=O)N(CCc3ccc(F)cc3)C2=O)cc1
    -61	-4	59	i	-2	1	-2	7	-116
NN=C(N)N
    -5	-4	2	i	-4	-2	-5	2	-1

Structures from the list above that contain a nitro group on carbon:
Every second line gives: eLon inh	bovine MsrA act	SKN-1 inh	Neddyl block	NRP1-CendR mod	Rin1 Abl inh	FAS-TE inh	MT1-MMP act inh	PABP1 MLLE inh
CC1(C)N=C(c2ccccc2)[C@@H]2C(c3ccc([N+](=O)[O-])cc3)N21 (stereo not given in full)
    2	-4	0	i	0	-2	-4	3	-9
O=[N+]([O-])c1cc(Cl)c(Cl)cc1Cl
    -5	-4	11	i	-1	3	7	-1	-8
O=C(c1ccc(N2CC3CC(C2)c2cccc(=O)n2C3)c([N+](=O)[O-])c1)N1CCCCC1 (stereo not given)
    -9	0	5	i	-1	-3	-7	-2	-9

Other results
Every second line gives: eLon inh	bovine MsrA act	SKN-1 inh	Neddyl block	NRP1-CendR mod	Rin1 Abl inh	FAS-TE inh	MT1-MMP act inh	PABP1 MLLE inh
O=C(O)c1ccc(N=Cc2c(O)n(Cc3ccc(F)cc3)c(=O)[nH]c2=O)cc1
    -35	-4	-2	i	-52	0	0	-9	-62
CC(=NCCC1=CCCCC1)c1c(O)n(-c2ccccc2)c(=O)[nH]c1=O
    3	-2	9	i	7	-1	-4	5	-1
CC(=O)Nc1ccc(N=Cc2c(O)n(Cc3ccco3)c(=O)[nH]c2=O)cc1
    4	-4	7	i	-14	-5	-10	-5	18
CCC(=NCCCN1CCOCC1)c1c(O)n(-c2ccccc2C)c(=O)[nH]c1=O
    3	-4	-3	i	3	1	-2	0	0
OC1CCCCC1N1CCC(c2ccccc2)CC1 (stereo not given)
    -6	-5	4	i	5	0	-2	0	0
COc1ccc(CCn2c(O)c(C=NCCCn3ccnc3)c(=O)[nH]c2=O)cc1OC
    -10	-4	-2	i	-3	-4	-7	-2	-5
O=C1CN=C(c2ccccc2)c2ccccc2N1Cc1ccc(C(F)(F)F)cc1
    10	-5	2	i	0	3	23	-3	-5
O=C1CC(=O)N(Cc2ccccc2)C(=O)N1
    -64	1	15	i	-4	-1	-5	-12	-14
CN(C)c1ccccc1
    3	0	8	i	3	-1	-3	-3	5
Cn1c(=O)cc(SCC(=O)N2CCC3(CC2)OCCO3)c2ccc(Cl)cc21
    2	-6	-19	i	11	-56	5	0	2
O=S(=O)(c1ccc(Cl)cc1)N1Cc2cc(Br)ccc2-n2nncc2C1
    -2	2	11	i	1	7	19	1	16
NC(Cc1ccc(O)cc1)C(=O)NN=Cc1ccc(N(CCCl)CCCl)cc1 (stereo not given)
    -5	-6	6	+	9	-4	-9	-4	-1
c1cc2c(cc1N1CCOCC1)CNCc1cnnn1-2
    -2	-5	3	i	-2	4	-3	5	-12
